From PubChem BioAssay
EWS-Fli inh: EWS/Fli-driven NR0B1 reporter inhibitors, primary screen, A673 cells, NR0B1 luciferase, luminescence, MLPCN library. inhibition, % at 12.6 µM. viability-normalised. 350,000 compounds, 0.67% hits;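 active = mean inhibition of at least 50% after viability correction, with every replicate also passing that limit; inconclusive = mean reaches 50% but only one of two replicates passes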;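 note: firefly luciferase signal divided by Alamar Blue viability fluorescence both relative to DMSO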
SIRT5 inh: SIRT5 desuccinylase inhibitors, primary screen, biochemical, fluorescence imaging, single point, set 5 | inhibition, % at 15 µM | 330,000 compounds, 1.1% hits | Purified SirT5, succinyl-peptide AMC, trypsin-coupled fluorescence | NAD-dependent protein deacylase sirtuin-5, mitochondrial (Homo sapiens), Q9NXA8; in the data active = inhibition above about 15%; inconclusive = no clear call, values can overlap the other calls
Target sequence (Q9NXA8 whole entry, looked up): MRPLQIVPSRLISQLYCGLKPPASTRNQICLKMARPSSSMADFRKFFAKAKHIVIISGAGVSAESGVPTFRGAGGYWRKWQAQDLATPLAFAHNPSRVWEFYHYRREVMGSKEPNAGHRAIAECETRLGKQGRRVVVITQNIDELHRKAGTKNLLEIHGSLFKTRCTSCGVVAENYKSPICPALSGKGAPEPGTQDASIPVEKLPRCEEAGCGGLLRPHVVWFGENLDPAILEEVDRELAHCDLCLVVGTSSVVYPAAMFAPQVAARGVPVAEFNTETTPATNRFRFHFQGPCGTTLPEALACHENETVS
LGR2 inh: inhibitors of bursicon-induced LGR2 CRE-luciferase signal, primary screen, cell-based, HEK293, CRE-luciferase reporter, bursicon stimulation | bursicon-stimulated, 4 h | Drosophila bursicon receptor LGR2 (rickets) | 380,000 compounds, 0.35% hits | inhibition, % at 9.99 µM;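 active = drop in luminescence signal, shown as inhibition above about 50% in the replicate tests, limit read from the data, passing the limit was not always enough; inconclusive = probably only some replicates passing the limit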;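 note: agonist challenge used bursicon conditioned medium at about half maximal strength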
CASP6 VEID inh: human caspase-6 inhibitors, primary screen, biochemical, VEID-R110 fluorescence, single point, set 2; P55212; purified caspase-6, Z-VEID-R110 cleavage fluorescence; inhibition, % at 12.5 µM; 350,000 compounds, 0.53% hits;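 active = mean inhibition across replicates at least about 35%, with every replicate also reaching that limit, limit read from the data; inconclusive = only one of the two criteria met; inactive = neither criterion met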;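 note: 0% = median of neutral control wells and 100% = no fluorescence left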
Target sequence (P55212 24-179 limits assumed): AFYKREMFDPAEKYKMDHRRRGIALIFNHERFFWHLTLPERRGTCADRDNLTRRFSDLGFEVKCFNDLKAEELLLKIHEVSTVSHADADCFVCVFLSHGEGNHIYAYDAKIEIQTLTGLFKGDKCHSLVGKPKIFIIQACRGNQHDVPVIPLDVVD
Target sequence (P55212 194-293 limits assumed): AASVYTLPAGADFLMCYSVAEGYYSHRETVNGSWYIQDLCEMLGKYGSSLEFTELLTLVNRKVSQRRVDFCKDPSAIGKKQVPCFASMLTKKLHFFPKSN
DENV2 CPE rescue: inhibitors of DENV2 cytopathic effect, primary screen, cell-based, plate reader, single concentration. DENV2-infected cells, cytopathic effect rescue. AID 651640, 2012. CPE inhibition, % at 9.99 µM. 350,000 compounds, 1.7% hits; in the data active = CPE inhibition above about 20%, passing the limit was not always enough; inconclusive = no clear call, values can overlap the other calls; tested in BHK-21 cells;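 note: 0% = median of neutral control wells and 100% = median of positive control wells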
PAX8 inh HTS: inhibitors of PAX8-driven TPO luciferase reporter, primary screen, RMG-I cells, single concentration | SteadyGlo, 24 h | inhibition, % at 12.6 µM | 360,000 compounds, 1.2% hits;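 active = mean replicate inhibition at least 60% with every replicate also reaching 60%; inconclusive = only one of the two criteria is met; inactive = mean below 60% and not all replicates reaching 60%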;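 note: luciferase light reporting Pax8 driven TPO promoter activity; plate controls were median of neutral control wells for no effect and mitoxantrone controls for full effect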
ARNT TACC3 PPI: disruptors of ARNT/TACC3 protein interaction, primary screen, biochemical, AlphaScreen, single concentration | AID 623870, 2012 | AlphaScreen His-ARNT PAS-B/GST-TACC3 binding, luminescence; TACC3 fragment carries E629A point mutation | 390,000 compounds, 0.66% hits | inhibition, % at 9.99 µM | Transforming acidic coiled-coil-containing protein 3 (Homo sapiens), Q9Y6A5;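 active = mean inhibition of replicates at least 50% and at least half of replicates each reaching 50%; inconclusive = half or more replicates reach 50% but mean below 50%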;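 note: 0% = complete ARNT plus TACC3 wells and 100% = ARNT alone without TACC3; many hits fall short of the cut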
* marks the source's active call; other numbers are inactive results; ? = inconclusive; / = no result given; & = joins results of further samples.

SMILES	EWS-Fli inh	SIRT5 inh	LGR2 inh	CASP6 VEID inh	DENV2 CPE rescue	PAX8 inh HTS	ARNT TACC3 PPI
O=C1/C(=C\c2ccc(O)cc2)CCC1CNc1ccc(Cl)cc1 (centres undefined)	37	0	49	-1	10	-18	1
CN(C)C(=O)c1ccc(-c2ccc3c(c2)[C@@H]2[C@@H](CCN2S(=O)(=O)c2cn(C)cn2)[C@H](CO)N3)cc1	1	-1	-10	2	11	-5	-3
COc1ccccc1NC(=O)C(C)OC(=O)CCC1CCCCC1 (centres undefined)	1	-3	-4	53*	-6	8	-11
COc1cccc(N2CCN(C(=O)C3CCCN(S(=O)(=O)c4ccc5c(c4)oc(=O)n5C)C3)CC2)c1 (centres undefined)	/	-3	-18	-1	-6	1	2
Cc1nc2ccc(NC(=O)c3ccc([N+](=O)[O-])cc3)cc2s1	/	/	-24	/	/	-13	-14
Cc1ccc(Nc2nc(NCCO)nc(N3CCCC3)n2)cc1	-10	/	-13	2	60*	9	2
CCOC(=O)/C=c1/s/c(=C/c2ccc3cc(OC)ccc3c2)c(=O)n1CC(=O)NCc1ccc2c(c1)OCO2	-11	/	-3	-9	9	-12	-10
O=C(Nc1nccs1)c1ccc2ccccc2c1	-69	7	-36	-2	2	-70	15
Cc1cccc(NC(=O)CCOc2ccccc2)c1C	-6	0	-14	-2	-7	4	/
CNS(=O)(=O)c1cc(-c2nnc(N3CCOCC3)c3ccccc23)ccc1C	8	13	/	-1	6	16	4
CCOC(=O)C1CN(S(=O)(=O)c2cc(OC)ccc2OC)C1	8	-3	-8	0	-4	-27	4
CC(=O)Nc1cccc(-c2ccnc3c2CC(C)(C(=O)NCC2CC2)O3)c1 (centres undefined)	25	-5	-14	3	-12	10	/
Cc1ccc(S(=O)(=O)Nc2ccc3c(c2)C(=O)N([C@H](C)CO)C[C@H](C)[C@H](CN(C)Cc2ccncc2)OCCCC[C@@H](C)O3)cc1	-4	-2	-16	0	4	-7	-9
CCCC(=O)NC(c1ccc(N(C)C)cc1)c1ccc2cccnc2c1O (centres undefined)	36	0	22	-8	15	95*	60*
COc1cc(C(=O)N2CCN(c3ccccc3Cl)CC2)ccc1OCC(=O)N1CCOCC1	-18	-3	/	0	-8	2	-7
CCC(C(=O)OCC(=O)Nc1ccc(F)cc1)c1ccccc1 (centres undefined)	-1	2	/	1	-6	-21	1
Cc1c(Br)c(C(F)(F)F)nn1CC(=O)NCC1CCCO1 (centres undefined)	11	0	3	0	12	/	-9
CC(C)NC(=O)N(C)C[C@H]1Oc2ccc(NS(=O)(=O)c3ccccc3)cc2C(=O)N([C@@H](C)CO)C[C@H]1C	4	2	6	1	1	-8	1
Cc1cccc(-c2sc(Nc3ccccc3)n[n+]2-c2ccccc2)c1	3	/	-2	-2	-17	3	-4
CC12CC3CC(C)(C1)CC(C(=O)NCc1cccnc1)(C3)C2	1	/	11	-1	-6	6	34
Cn1nc(C(=O)NNC(=O)CCc2ccccc2Cl)c2ccccc2c1=O	-4	-1	-4	2	11	5	-7
O=C(NCC[C@@H]1CC[C@@H](NC(=O)C2CCCCC2)[C@@H](CO)O1)c1cnccn1	-2	-4	-6	-2	-5	-7	-5
C=CCN(CC(=O)c1sc(C(=O)OCC)nc1C)c1cccc(Br)c1	9	/	-6	-3	-18	13	17
CCCN1CCC(C)(C(=O)Nc2ccccc2Oc2ccccc2)C1 (centres undefined)	-2	-1	9	-1	-2	-19	/
O=S(=O)(c1ccccc1F)N1CC[C@@H]2[C@H](CO)Nc3ccc(-c4cccc(F)c4)cc3[C@@H]21	1	3	-9	/	/	9	-8
CCCN(C)C[C@@H]1Oc2cc(-c3ccc(C#N)cc3)ccc2S(=O)(=O)N([C@H](C)CO)C[C@@H]1C	2	/	-6	/	/	2	/
Cc1cccc(NC(=O)c2cc(Cl)sc2Cl)c1C	-30	1	/	7	16	-14	-1
CCCC1(C(=O)O)NC(c2ccc(OC)cc2O)C2C(=O)N(c3ccc(OC)cc3)C(=O)C21 (centres undefined)	-5	/	6	4	-6	-5	1
Cc1csc(SCC(=O)NCCc2ccc(Cl)cc2)n1	-2	-4	7	0	7	16	-8
C[C@@H]1CN([C@@H](C)CO)C(=O)Cc2cc(NS(=O)(=O)c3ccccc3)ccc2O[C@H]1CN(C)S(=O)(=O)c1cccs1	13	8	-11	2	?	-6	13
COc1ccc(CN2CCNC(=O)C2CC(=O)N2CCCO2)c(OC)c1 (centres undefined)	4	-2	-3	-2	-4	4	-12
Cc1ccc(NC(=O)/C=C/C(=O)O)c(NC(=O)c2ccccc2)c1	7	-5	7	-1	-1	18	0
CCc1nc2ccc(C(=O)N(CC)CCN(C)C)cn2c1N(C)C(=O)C1CCCCC1	11	/	23	-7	8	-22	/
CCCc1cc(C(=O)Nc2cccc([N+](=O)[O-])c2)cs1	/	3	-72	-2	-2	-124	3
O=c1ccc2ccc(Oc3ccc([N+](=O)[O-])cc3Cl)cc2o1	-5	-5	-17	-4	/	-16	-2
c1ccc(CSc2nnc(NC3CCCCC3)s2)cc1	-86	0	-80	/	?	-186	/
COc1ccc(S(=O)(=O)N(C)C[C@@H]2Oc3c(NC(=O)C4CCCCC4)cccc3C(=O)N([C@H](C)CO)C[C@@H]2C)cc1	1	0	6	0	20*	-1	0
Cc1c(C(=O)N2CCC2)oc2ccc(Br)cc12	-14	2	9	-53	1	-44	3
O=C(O)c1ccccc1SC1CC(=O)N(c2cccc3ccccc23)C1=O (centres undefined)	4	1	3	7	0	21	-5
CCN(C(=O)COC(=O)Cc1coc2cc(C)ccc12)c1c(N)n(Cc2ccccc2)c(=O)[nH]c1=O	4	-6	-4	4	-4	15	2

Part of the list above in order of length of the SMILES, lowest first.
SMILES	EWS-Fli inh	SIRT5 inh	LGR2 inh	CASP6 VEID inh	DENV2 CPE rescue	PAX8 inh HTS	ARNT TACC3 PPI
CCCc1cc(C(=O)Nc2cccc([N+](=O)[O-])c2)cs1	/	3	-72	-2	-2	-124	3
O=c1ccc2ccc(Oc3ccc([N+](=O)[O-])cc3Cl)cc2o1	-5	-5	-17	-4	/	-16	-2
CCc1nc2ccc(C(=O)N(CC)CCN(C)C)cn2c1N(C)C(=O)C1CCCCC1	11	/	23	-7	8	-22	/
CCN(C(=O)COC(=O)Cc1coc2cc(C)ccc12)c1c(N)n(Cc2ccccc2)c(=O)[nH]c1=O	4	-6	-4	4	-4	15	2
COc1ccc(S(=O)(=O)N(C)C[C@@H]2Oc3c(NC(=O)C4CCCCC4)cccc3C(=O)N([C@H](C)CO)C[C@@H]2C)cc1	1	0	6	0	20*	-1	0

Next compounds.
SMILES	EWS-Fli inh	SIRT5 inh	LGR2 inh	CASP6 VEID inh	DENV2 CPE rescue	PAX8 inh HTS	ARNT TACC3 PPI
CCNS(=O)(=O)c1ccc(CCC(=O)N2CCN(c3ccccc3)CC2)cc1	8	-2	4	0	-3	1	2
c1coc(CNc2nc3ccccc3s2)c1	-21	-2	-82	2	4	-121	1
COc1ccc(NC(=O)CN(C)C(=O)CSCC(=O)Nc2ccc(C)cc2)cc1	-2	-10	11	-4	?	-6	-21
O=C(/C=C/c1ccco1)Nc1cccc2cccnc12	-67	-1	-6	10	-2	-39	/
O=[N+]([O-])c1ccc(NC(=S)N2CCN(c3ccccn3)CC2)cc1	12	/	26	-4	6	26	-1
CCS(=O)(=O)NCC[C@@H]1CC[C@@H](NC(=O)C2CCOCC2)[C@@H](CO)O1	1	-1	-17	-1	-1	-11	-19
Cc1ccccc1C(=O)N1CCN(CCNC(=O)C(=O)Nc2ccc(Br)cc2)CC1	5	2	4	4	1	13	-1
CN1CCN(NC(=O)Nc2ccc(F)cc2)CC1	-3	-2	-9	48*	-10	-8	0
C[C@H](CO)N1C[C@H](C)[C@H](CN(C)C(=O)Nc2ccc3c(c2)OCO3)Oc2ncc(Br)cc2C1=O	-7&-13	-3&7	-36	-1&4	-1&-4	-4	4
CC(=O)c1ccc(N(C(=O)c2csnn2)C(C(=O)NC(C)(C)C)c2cccs2)cc1 (centres undefined)	-2	-4	17	-2	12	-9	-7
COc1ccc(OC)c(NC(=O)C2(C)CCN2Cc2cccc(OC)c2F)c1 (centres undefined)	6	0	5	-1	7	9	/
N#Cc1ccc(-c2ccc3c(c2)[C@@H]2[C@@H](CCN2C(=O)C2CC2)[C@H](CO)N3)cc1	3	-8	-7	2	-1	-25	-14
COc1cc([N+](=O)[O-])ccc1NC(=S)NNC(=O)c1ccc2c(c1)OCO2	/	6	1	1	2	-22	18
O=C(C[C@H]1C=C[C@@H](NC(=O)Nc2ccccc2F)[C@H](CO)O1)NCc1ccc(Cl)cc1	-3	-1	21	-1	4	4	/
O=C1C2C3C=CC(C3)C2C(=O)N1c1ccc(S(=O)(=O)Nc2nccs2)cc1 (centres undefined)	4	0	2	25	/	6	0
CN(C)c1ccc(C(=O)OCC(=O)c2ccc[nH]2)cc1	-91	/	-90	-1	-2	-122	1
COc1cccc(C(=O)COC(=O)c2ccc(NC(C)=O)cc2)c1	/	/	-17	/	/	-2	-1
NS(=O)(=O)c1ccc(NC(=O)/C=C/c2cccs2)cc1	-36	0	-48	1	0	-36	0
Nc1ccc2oc(=O)c(-c3ccccc3)cc2c1	-27	-2	-25	0	-3	-40	5
C/C=C(\C)C(=O)N1CC2(CC(c3cccc(NC(=O)CCCCC)c3)=NO2)C[C@@H]1C(N)=O (some centres undefined)	-1	-5	-4	2	86*	8	-3
CN(O)C(=S)c1ccccc1	16	-2	20	-5	-8	82*	-5
CCc1ccc(C(=O)OCC(=O)NCC(F)(F)F)cc1	-5	-2	-10	1	14	-10	-1
CCOC(=O)c1cc2sc(C)cc2n1CC(=O)Nc1ccc2c(c1)OCCO2	-6	-1	-11	0	/	/	-9
O=C(Nc1ccc2c(c1)[C@@H]1C[C@@H](CC(=O)N3CCCCC3)O[C@@H](CO)[C@@H]1O2)c1ccc2c(c1)OCO2	0	4	0	-2	3	3	1
CNC(=O)c1ccccc1Sc1ccccc1CO	-9	0	/	-2	0	12	1
COc1cc(OC)cc(C(=O)N2CCC(C(=O)c3ccc(F)cc3)CC2)c1	-2	0	23	4	-1	-1	-3
COc1cc(CNc2ccc(N3CCN(C(C)=O)CC3)cc2)ccc1OCc1ccccc1	-24	8	-51	2	-1	-84	-6
COc1ccc(NC(=O)C2Cc3c(-c4ccc(NC(C)=O)cc4)ccnc3O2)cn1 (centres undefined)	27	-3	-7	3	?	-10	/
COc1cccc2sc(/N=C/N(C)C)nc12	-7	-4	10	-1	-4	-5	-1
CC(=O)c1c(C)[nH]c(C(=O)OCC(=O)NCCCc2ccccc2)c1C	6	1	-4	-3	3	15	6
CCCN1CCN(C(=O)Nc2cccc(C(F)(F)F)c2)CC1	3	0	-28	-2	-1	-12	/
CS/C(N)=N/N=C/c1cc(Br)cc(Br)c1O	-7	6	-15	0	2	-35	-7
C[C@@H]1CN([C@H](C)CO)C(=O)Cc2cc(NC(=O)CCCN(C)C)ccc2O[C@@H]1CN(C)Cc1ccc(-c2ccccc2)cc1	12	99*	/	3	-13	16	27
COc1ccc(Cl)cc1NC(=O)CN(C)C1CCS(=O)(=O)C1 (centres undefined)	-5	-4	1	1	6	-2	4
CC(NC(=O)CNC(=O)[C@@H]1Cc2ccccc2CN1)c1ccccc1 (some centres undefined)	/	1	6	-1	-1	-5	8
CC(NC(=S)Nc1ccccc1)C(c1cccs1)N1CCOCC1 (centres undefined)	7	-1	-2	2	5	0	-2
CC(C)NC(=O)N(C)C[C@@H]1Oc2ccc(NC(=O)CCN3CCOCC3)cc2CC(=O)N([C@H](C)CO)C[C@H]1C	3	4	3	0	12	-4	4
